# G9a inh: inhibitors of human histone lysine methyltransferase G9a. Q96KQ7. G9a H3K9 monomethylation, AlphaScreen, 2 h. Potency, µM (titrated, usually from 102 µM), without a hit: at the top dose activity, negative = inhibition, usual class: inhibitors. hit rate 8.8% among 350,000; further: on the % scale 0 is the no-effect control and ±100 the full control effect; nearly all actives have a fitted effect of over 75% in size
#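 Step 1: enzyme (final 20 nM) with compound, 15 min RT. Step 2: substrate peptide 500 nM and SAM 20 uM, 2 h RT. Step 3: anti-H3K9me1 antibody and AlphaScreen beads, 10 min, then plate read.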
# Pol beta inh: DNA polymerase beta (human) inhibition | Pol beta primer extension/strand displacement, fluorescence kinetic | P06746 | hit rate 1.3% among 340,000 | Potency, µM (doses to about 114 µM), for inactives: at the top dose activity change, negative = inhibition, actives largely listed as inhibitors; further: on the % scale 0 is the no-effect control and ±100 the full control effect
#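 Human Pol beta at 10 nM; strand-displacement substrate 50 nM final. Compound exposure 15 min at room temperature before start, reaction 10 min at room temperature.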
# APEX1 inh: APE1 (human) endonuclease inhibition; P27695; hit rate 0.35% among 350,000; Potency, µM (doses to about 65.8 µM), for the others: at the top dose activity change, negative = inhibition, most hits filed as inhibitors; AID 2517; recombinant APE1, TAMRA/BHQ-2 abasic DNA cleavage fluorescence;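 further: plate controls were vehicle for no effect and reference inhibitor for full effect; nearly all actives have a fitted effect of over 55% in size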
#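 APE1 at 0.75 nM preincubated 15 min at room temperature with compound. Reaction then started with 50 nM double-stranded THF-abasic substrate labelled with TAMRA/BHQ-2, and 525/598 nm fluorescence read kinetically. Activity taken as third-minus-first read difference, normalized to DMSO and NSC13755 controls.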
# BAZ2B inh: inhibitors of human BAZ2B bromodomain; Q9UIF8; AlphaScreen BAZ2B-H3K14Ac peptide displacement; Potency, µM (titrated, usually from 114 µM), inactives show top-dose activity change, negative = inhibition, usual class: inhibitors; hit rate 4.4% among 360,000; AID 504333; further: on the % scale 0 is the no-effect control and ±100 the full control effect; nearly all actives have a fitted effect of over 60% in size
#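 Inhibition is scored as reduced AlphaScreen emission. The BAZ2B/b-H3(5-23)K14Ac complex (50 nM each) in PBS pH 7.4, 0.01% Tween-20 meets compound (up to 110 uM) for 30 min at RT before bead addition.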
# Pol kappa inh: inhibitors of human DNA polymerase kappa; Q9UBT6; Potency, µM (top dose mostly 107 µM), without a hit: at the top dose activity, negative = inhibition, hits mostly inhibitors; hit rate 0.53% among 400,000; purified Pol kappa, fluorescent DNA synthesis assay, 10 min; further: on the % scale 0 is the no-effect control and ±100 the full control effect
#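 Kinetic fluorescence readout at 0 and 10 min followed reaction start with substrate at 50 nM final. Beforehand, enzyme (10 nM Pol kappa) stood 15 min with compound at room temperature; buffer-only wells were negative controls.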
# POLH inh: blocks human DNA polymerase eta activity; Q9Y253; recombinant Pol eta, fluorescent DNA replication assay; Potency, µM (highest dose often 114 µM), for the others: top-dose activity change, negative = inhibition, hits mostly inhibitors; hit rate 1.2% among 390,000; AID 588591; further: on the % scale 0 is the no-effect control and ±100 the full control effect
#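 Pol eta at 10 nM preincubated with compounds 15 min at room temperature; reaction started with fluorescent substrate (50 nM final) and read kinetically at 0 and 10 min.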
# POLI inh: blocks human DNA polymerase iota activity; Q9UNA4; Pol iota fluorescent replication assay, 10 min; Potency, µM (series often up to 115 µM), inactives show top-dose activity, negative = inhibition, actives largely listed as inhibitors; hit rate 1% among 390,000; AID 588590
#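 Pol iota at 10 nM preincubated 15 min with compounds at room temperature; reaction started with fluorescent substrate, 50 nM final. Fluorescence read kinetically at 0 and 10 min; buffer-only wells as negative control.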
# JMJD2A Tudor: inhibitors of human JMJD2A Tudor domain; Potency, µM (highest dose often 114 µM), for inactives: at the highest dose activity change, negative = inhibition, hits mostly inhibitors; AlphaScreen JMJD2A-Tudor / H3K4me3 peptide binding; hit rate 4.4% among 390,000; further: on the % scale 0 is the no-effect control and ±100 the full control effect; nearly all actives have a fitted effect of over 50% in size
# BLM inh: inhibitors of human Bloom syndrome helicase BLM; hit rate 0.2% among 350,000; Potency, µM (series often up to 56.1 µM), without a hit: at the highest dose activity change, negative = inhibition, hits mostly inhibitors; P54132; recombinant BLM DNA unwinding, fluorescence dequenching;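 further: plate controls were vehicle for no effect and no enzyme for full effect; nearly all actives have a fitted effect of over 35% in size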
# Target sequence (P54132 whole entry, looked up): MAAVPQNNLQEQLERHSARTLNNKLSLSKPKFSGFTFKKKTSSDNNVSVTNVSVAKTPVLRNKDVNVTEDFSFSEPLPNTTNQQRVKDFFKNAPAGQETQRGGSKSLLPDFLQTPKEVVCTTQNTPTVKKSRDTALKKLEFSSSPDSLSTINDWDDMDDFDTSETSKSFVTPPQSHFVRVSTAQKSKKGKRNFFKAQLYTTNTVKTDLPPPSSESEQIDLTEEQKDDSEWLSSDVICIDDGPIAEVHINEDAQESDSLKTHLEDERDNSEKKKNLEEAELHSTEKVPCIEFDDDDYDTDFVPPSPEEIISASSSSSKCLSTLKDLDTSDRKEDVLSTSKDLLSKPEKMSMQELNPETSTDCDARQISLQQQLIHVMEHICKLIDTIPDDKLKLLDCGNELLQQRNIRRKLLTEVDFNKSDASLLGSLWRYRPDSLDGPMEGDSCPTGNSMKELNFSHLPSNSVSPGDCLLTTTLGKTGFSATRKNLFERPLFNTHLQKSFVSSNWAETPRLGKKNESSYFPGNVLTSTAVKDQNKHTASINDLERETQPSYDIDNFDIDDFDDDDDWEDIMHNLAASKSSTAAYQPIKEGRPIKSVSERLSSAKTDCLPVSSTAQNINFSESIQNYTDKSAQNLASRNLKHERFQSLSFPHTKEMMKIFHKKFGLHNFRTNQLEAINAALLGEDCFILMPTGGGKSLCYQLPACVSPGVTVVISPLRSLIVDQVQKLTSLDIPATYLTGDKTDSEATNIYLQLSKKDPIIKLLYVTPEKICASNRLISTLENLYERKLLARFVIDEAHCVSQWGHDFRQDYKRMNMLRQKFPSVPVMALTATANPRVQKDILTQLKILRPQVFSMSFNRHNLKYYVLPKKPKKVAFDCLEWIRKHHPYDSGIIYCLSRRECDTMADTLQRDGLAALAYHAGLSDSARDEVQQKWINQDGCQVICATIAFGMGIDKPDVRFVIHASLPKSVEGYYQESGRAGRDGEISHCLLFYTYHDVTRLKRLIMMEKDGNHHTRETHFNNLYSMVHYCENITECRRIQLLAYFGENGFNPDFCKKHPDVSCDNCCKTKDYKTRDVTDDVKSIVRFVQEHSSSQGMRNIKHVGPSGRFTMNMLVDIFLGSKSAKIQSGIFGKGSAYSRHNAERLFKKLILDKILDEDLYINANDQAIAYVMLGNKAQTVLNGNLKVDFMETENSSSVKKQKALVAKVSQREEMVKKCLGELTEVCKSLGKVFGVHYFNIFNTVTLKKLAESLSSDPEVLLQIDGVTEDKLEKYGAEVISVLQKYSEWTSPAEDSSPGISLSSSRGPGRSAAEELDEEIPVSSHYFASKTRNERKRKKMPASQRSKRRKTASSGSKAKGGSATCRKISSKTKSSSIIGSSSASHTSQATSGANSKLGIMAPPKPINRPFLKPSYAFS
# Active calls of the source: *; ? = inconclusive; . = not tested or not shown; & = joins results of further samples; [ ] = another dose, or the depositor's remark. The call rests on the fitted dose curve; in most records, active means well fitted curve in the direction sought with a large enough effect; inconclusive means small, poorly fitted or top-dose-only effect, or another doubt; inactive means no such curve, though single readings can be large; an effect the other way counts as inactive or inconclusive. Potency means the concentration at half of the fitted maximal effect.
SMILES,G9a inh,Pol beta inh,APEX1 inh,BAZ2B inh,Pol kappa inh,POLH inh,POLI inh,JMJD2A Tudor,BLM inh
Cc1cc(NC(=O)CSc2ccc3nnc(-c4cccc(F)c4)n3n2)no1,22µM*,9%,-10%,-2%,-6%,4%,3%,-1%,5%
O=C(Nc1nnc(-c2ccccc2)s1)c1cc(S(=O)(=O)N2CCOCC2)c(Cl)cc1Cl,?,-1%,-2%,-2%,-5%,4%,26%,7%,1%
COc1ccc(CCNC(=O)CCn2cccc2)cc1OC,10%[59 µM],30%,0%,?,-13%,1%,-1%,-25%,1%
COc1ccc(-n2nc(C(=O)NCC(=O)NCCCN3CCN(C)CC3)c3ccccc3c2=O)cc1OC,6%,32%,-14%,0%,7%,-9%,-11%,-8%,3%
Cc1ccc2c(c1)-c1nc3ccccc3cc1C2=NC1CCCCC1,?,-24%,?,?,-6%,?,-9%,-20%,-10%
COc1cc(C2C=C(c3cccs3)Nc3ncnn32)cc(OC)c1OC (stereo not given),32µM*,2%,5%,-26%,3%,-18%,23%,?,1%
COc1ccc(CN(C(=O)c2cccs2)c2ccccc2C(=O)O)cc1,-25%,-1%,1%,-10%,-16%,-5%,13%,-19%,0%
CC(C)(C)NC(=O)CN(C(=O)CCC(=O)Nc1nccs1)c1ccc(F)cc1,59%[activator],43%,16%,-5%,-1%,-12%,23%,0%,-1%
O=C1CN(C(=O)CNC(=O)c2ccccc2Cl)c2ccccc2N1,7%,37%,20%,9%,7%,-6%,95%[activator],-11%,1%
O=C(CSc1nccc(=O)[nH]1)NCc1ccc(Cl)cc1,-28%,43%,5%,8%,-7%,-1%,11%,4%,5%
CN1C(=S)SC2CS(=O)(=O)CC21 (stereo not given),.,26%,-3%,2%,-3%,1%,-3%,-5%,-3%
COc1ccc(NCC(=O)Nc2cc(S(=O)(=O)N3CCOCC3)ccc2N2CCOCC2)c(OC)c1,10%[59 µM],-7%,3%,-12%,5%,-17%,36%,1%,-1%
COC(=O)c1nn(-c2ccc(OC)cc2)c(=O)cc1Oc1ccccc1,.,10%,0%,9%,-17%,7%,41%[activator],-22%,-1%
CCOC(=O)C1=C(CNCc2ccccc2Cl)NC(=O)NC1c1cccc([N+](=O)[O-])c1 (stereo not given),?,3%,-5%,?,-4%,-26%,0%,-32%,-4%
CN(C)c1ccc(N=Nc2ccc(S(N)(=O)=O)cc2)cc1,?,?,32%,?,-36%,?,20µM*,-29%,-8%
CCOC(=O)C(C)Oc1ccc(=O)n(-c2ccccc2)n1 (stereo not given),2%[2.33 µM],8%,1%,5%,-6%,-8%,11%,-12%,-1%
Cn1c(=O)c(/C(N)=N/OC(=O)c2ccccc2)cn(-c2ccccc2)c1=O,3%,3%,4%,-11%,-12%,-5%,58%[activator],-11%,-8%
COc1ccc(C[C@@H]2CN3C(=NC[C@@H]3C)N2C[C@H](C)NC(=O)CCC2CCCCC2)cc1,?,24%,?,-9%,-16%,-7%,-15%,-26%,3%
O=c1cc(Nc2ccc3c(c2)OCO3)[nH]c(=O)n1-c1ccc(Br)cc1,11%[59 µM],14%,-5%,1%,-5%,1%,22%,-23%,-6%
O=C(Nc1ccc(Br)cc1)c1cc(-c2ccc3c(c2)OCO3)on1,-8%,13%,1%,4%,-19%,-9%,81%[activator],-3%,2%
CC(=O)OC(C(=O)NC1CCCCC1)c1ccccc1Cl (stereo not given),23%,0%,9%,8%,-9%,-16%,-7%,-12%,-6%
S=C(NCC1CCCO1)c1ccc(Br)cc1 (stereo not given),8.9µM*,3%,13%,-4%,-16%,-1%,90%[activator],-34%,-3%
OCC(C#CCN1CCCCC1)NCc1ccccc1 (stereo not given),0%,-16%,-3%,4%,-17%,-3%,-10%,-14%,0%
CC(C)N1C(=O)C(=O)N(CC(=O)N2CCc3ccccc32)C1=O,20%[12.7 µM],.,4%,0%,2%,-1%,0%,7%,.
Cc1ccc(S(=O)(=O)N2CCN(C(=O)CCC(=O)Nc3ccc(F)cc3F)CC2)cc1,.,.,17%,.,6%,-5%,17%,7%,.
Cc1ccc(N(C)S(=O)(=O)c2ccc3[nH]cc(C(=O)NCCCN4CCOCC4)c(=O)c3c2)cc1C,-24%,26%,8%,-27%,-1%,-22%,22%,?,0%
O=S1(=O)CCC(N=Nc2c(O)n(Cc3ccccc3)c3ccccc23)C1 (stereo not given),?,2%,0%,?,13%,-13%,?,?,-3%
CC(NC(=O)CSC(=S)N(C)C)C12CC3CC(CC(C3)C1)C2 (stereo not given),6%,8%[57.1 µM],-3%,0%,-14%,-13%,-12%,3%,5%
COc1ccc(S(=O)(=O)Nc2ccccc2C(=O)NCc2ccco2)cc1,14µM*,-14%,?,?,-1%,-15%,?,-12%[11.4 µM],-2%
CCOC(=O)N1CCN(Cc2nc3cc(NC(=O)c4ccco4)ccc3n2C)CC1,?,14%,69%[activator],-28%,-4%,-14%,-6%,-6%,-5%
CCc1ccc(NC(=O)Nc2c(C)n(C)n(-c3ccccc3)c2=O)cc1,-4%,1%,-1%,-5%,0%,-9%,128%[activator],-1%,2%
Cc1c(C)c2cc3c(c(C)c2oc1=O)OCN(CCc1ccc(F)cc1)C3,12%[59 µM],30%,.,0%,0%,-3%,-4%,-11%,4%
CC(C)C[C@H](NC(=O)c1nc[nH]c1C(=O)N1CCN(c2ccccc2)CC1)C(=O)OC(C)(C)C,7%[59 µM],-11%,1%,-14%,4%,-18%,-7%,-31%,-9%
Cc1cccc(-c2nnc(SCC(=O)N3CCCCC3)o2)c1,-3%[59 µM],21%,.,2%,15%,-22%,13%,-3%,-1%
CC(C)OC(=O)C1C2C=CC3(CN(CC4CCCO4)C(=O)C13)O2 (stereo not given),-12%,8%&3%,-2%&-3%,1%&-23%,-2%,1%,13%,1%,-1%&-2%
COc1ccc2[nH]c(C(=O)O)c(NS(=O)(=O)c3ccc(Cl)s3)c2c1,?,10%,-8%,4%,-3%,-11%,12%,-27%,-4%
Cc1[nH]c2ccc(F)cc2c(=O)c1SC(F)(F)C(F)C(F)(F)F (stereo not given),32µM*,2%,-6%,10%,-5%,-13%,24%,-9%,-29%
CCC(C)c1ccc(NC(=O)C2CC3CCC2C3)cc1 (stereo not given),.,.,.,.,-20%,-11%,-5%,12%,.
CN(C)C(=O)NC(Nc1ccc(Cl)cc1Cl)C(Cl)(Cl)Cl (stereo not given),-21%,-1%,-4%,3%,-10%,-3%,?,10%,-7%
CC1Cc2cc(-c3csc(NC(=O)CCl)n3)ccc2N1C(=O)C1CC1 (stereo not given),.,.,.,.,-2%,-16%,60%[activator],7%,.
CC(C)[C@H](NC(=O)NC1CCCc2ccccc21)C(=O)O (stereo not given in full),20%,1%,11%,-4%,-9%[60.1 µM],7%,-1%,-15%,-3%
CN(C(=O)COC(=O)c1c2c(nc3ccccc13)CCCC2)c1c(N)n(Cc2ccccc2)c(=O)[nH]c1=O,?,.,16%,-1%,-6%,-5%,29%,-12%,.
COC(=O)c1ccc(COC(=O)C2CCN(S(=O)(=O)c3ccccc3C(=O)OC)CC2)cc1,.,.,30%,.,-12%,-22%,5%,-8%,.
Clc1ccccc1CN(Cc1ccccc1)c1ncnc2nc[nH]c12,9%[12.7 µM],-14%,-2%,-11%,-7%,?,-10%,-35%,-12%
Nc1nc(SCc2ccc(Cl)cc2)ns1,19%,-25%,-4%,11%,-9%,-13%,-10%,11%,-14%

# Grouped by structure, the entries above with an aryl methoxy group (nine)
SMILES,G9a inh,Pol beta inh,APEX1 inh,BAZ2B inh,Pol kappa inh,POLH inh,POLI inh,JMJD2A Tudor,BLM inh
COc1ccc(CCNC(=O)CCn2cccc2)cc1OC,10%[59 µM],30%,0%,?,-13%,1%,-1%,-25%,1%
COc1ccc(-n2nc(C(=O)NCC(=O)NCCCN3CCN(C)CC3)c3ccccc3c2=O)cc1OC,6%,32%,-14%,0%,7%,-9%,-11%,-8%,3%
COc1cc(C2C=C(c3cccs3)Nc3ncnn32)cc(OC)c1OC (stereo not given),32µM*,2%,5%,-26%,3%,-18%,23%,?,1%
COc1ccc(CN(C(=O)c2cccs2)c2ccccc2C(=O)O)cc1,-25%,-1%,1%,-10%,-16%,-5%,13%,-19%,0%
COc1ccc(NCC(=O)Nc2cc(S(=O)(=O)N3CCOCC3)ccc2N2CCOCC2)c(OC)c1,10%[59 µM],-7%,3%,-12%,5%,-17%,36%,1%,-1%
COC(=O)c1nn(-c2ccc(OC)cc2)c(=O)cc1Oc1ccccc1,.,10%,0%,9%,-17%,7%,41%[activator],-22%,-1%
COc1ccc(C[C@@H]2CN3C(=NC[C@@H]3C)N2C[C@H](C)NC(=O)CCC2CCCCC2)cc1,?,24%,?,-9%,-16%,-7%,-15%,-26%,3%
COc1ccc(S(=O)(=O)Nc2ccccc2C(=O)NCc2ccco2)cc1,14µM*,-14%,?,?,-1%,-15%,?,-12%[11.4 µM],-2%
COc1ccc2[nH]c(C(=O)O)c(NS(=O)(=O)c3ccc(Cl)s3)c2c1,?,10%,-8%,4%,-3%,-11%,12%,-27%,-4%

# 2 entries from above, as labelled records:
OCC(C#CCN1CCCCC1)NCc1ccccc1 (stereo not given)
  G9a inh: 0%	Pol beta inh: -16%	APEX1 inh: -3%	BAZ2B inh: 4%	Pol kappa inh: -17%	POLH inh: -3%	POLI inh: -10%	JMJD2A Tudor: -14%	BLM inh: 0%

CC(C)N1C(=O)C(=O)N(CC(=O)N2CCc3ccccc32)C1=O
  G9a inh: 20%[12.7 µM]	Pol beta inh: .	APEX1 inh: 4%	BAZ2B inh: 0%	Pol kappa inh: 2%	POLH inh: -1%	POLI inh: 0%	JMJD2A Tudor: 7%	BLM inh: .

# Some of the compounds tested. The share of hits here may be higher or lower than overall.
